Screening results deposited in PubChem by National Center for Advancing Translational Sciences (NCATS).
GAA glycogen = GAA glycogen-cleavage inhibition or activation. P10253. recombinant GAA, glycogen substrate, Amplex Red glucose oxidase fluorescence. Potency, µM (doses to about 76.4 µM), inactives show top-dose activity change, negative = inhibition, actives largely listed as inhibitors. actives 0.38% (n = 300,000). AID 2100; active = well fitted inhibition curve with a large enough effect; inconclusive = small, poorly fitted or top-dose-only effect, or another doubt; inactive = no such curve, though single readings can be large or run the other way;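 also: 0% = full enzyme reaction and -100% = no-enzyme basal signal; the screen sought inhibitors and activators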
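Recombinant human enzyme (4 nM); glycogen substrate; 37 C, 40 min, pH 5.0. Readout: coupled glucose oxidase/Amplex Red fluorescence.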
Starred values were filed as active, the others as inactive; ? = inconclusive; & = joins results of further samples; [ ] = dose if it differs, or a comment. Potency is read from the fitted curve at half-maximal effect. Some of the compounds tested (hit frequency here may not be typical).

| GAA glycogen | SMILES |
| --- | --- |
| 1.2% | CSc1cccc(NS(=O)(=O)c2ccc3c(c2)CCN3C(C)=O)c1 |
| 5.4% | COC(CN(C)C(=O)C1CCC(CNS(=O)(=O)c2ccc(C)cc2)CC1)OC (stereo not drawn) |
| 2.7% | O=C(CCc1c[nH]c2ccccc12)NCc1ccncc1 |
| 12.7%[76.3 µM] | O=C(Nc1ccncc1)C1CC(=O)N(c2ccc(F)cc2)C1 (stereo not drawn) |
| 1.3% | COc1ccc(/C=C(\NC(=O)c2ccccc2)C(=O)NCCN2CCOCC2)cc1OC |
| -3.2%[76.3 µM] | COc1cc(C(=O)NCCCOC(C)C)ccc1OC1CCN(C(C)=O)CC1 |
| 2.4%[76.3 µM] | COc1ccc(OC)c(NC(=O)CCc2nnc3ccc(N4CCC(C)CC4)nn23)c1 |
| 1.1%[76.3 µM] | COc1ccc(C(=O)Nc2ccc(Cl)cc2C(=O)N2CCOCC2)cc1 |

Some of these compounds in order of the GAA glycogen value, descending.
| GAA glycogen | SMILES |
| --- | --- |
| 5.4% | COC(CN(C)C(=O)C1CCC(CNS(=O)(=O)c2ccc(C)cc2)CC1)OC (stereo not drawn) |
| 2.7% | O=C(CCc1c[nH]c2ccccc12)NCc1ccncc1 |
| 1.3% | COc1ccc(/C=C(\NC(=O)c2ccccc2)C(=O)NCCN2CCOCC2)cc1OC |
| 1.2% | CSc1cccc(NS(=O)(=O)c2ccc3c(c2)CCN3C(C)=O)c1 |

Continuation.
| GAA glycogen | SMILES |
| --- | --- |
| -2.1%[76.3 µM] | Cc1ccc(S(=O)(=O)CCC(=O)N(C)C2CCCCC2)cc1 |
| -2.4% | COc1cccc2cc(C(=O)NCc3ccc(C)cc3)c(=O)oc12 |
| -7.2% | CCCN1CCN(C(=O)CCNC(=O)Cn2cnc3ccccc3c2=O)CC1 |
| -1.3%[76.3 µM] | COC(=O)c1ccccc1NC(=O)C(C)n1nc(C)c2c(C)n(-c3ccccc3)nc2c1=O (stereo not drawn) |
| -10.9%[76.3 µM] | COc1ccccc1CCC(=O)N(C)C1CCCN(Cc2ccccc2F)C1 (stereo not drawn) |
| 18.2%&22.1%[76.3 µM] | C=CCN=C1N[C@@H](c2ccccc2)C(C(=O)OC)=C(C)N1CCOC |
| -12.6% | CC(C)CC(NC(=O)C1CCC(C)CC1)C(=O)NCCN1CCOCC1 (stereo not drawn) |
| 3.1%[76.3 µM] | Cc1ccc(NC(=O)C2CCN(S(=O)(=O)c3ccc4c(c3)NC(=O)C(C)S4)CC2)cc1C (stereo not drawn) |
| -0.9%[76.3 µM] | CC(C)Cc1ccc(CN2CCC(n3nccc3NC(=O)C3CCCC3)CC2)cc1 |
| -4.2%[76.3 µM] | COc1ccc(Cn2ccnc2SCC(=O)Nc2ccccc2)cc1 |
| -1.1%[76.3 µM] | O=C1CN(C(=O)c2ccc3nc(Cc4cccc(Cl)c4)oc3c2)CCN1 |
| -0.6%[76.3 µM] | CCS(=O)(=O)N1CCC(C(=O)Oc2ccccc2OC)CC1 |
| 0.6%[76.3 µM] | CC(C)CCN1C(=O)c2ccc(C(=O)Nc3ccc(Br)cc3C(=O)O)cc2C1=O |
| -1.8%[76.3 µM] | CC(C)(O)C#Cc1ccc(CN2CCC(n3nccc3NC(=O)C3CC3)CC2)cc1 |
| -4.8%[76.3 µM] | Cc1cc(C(=O)N/N=C\c2cc(C(C)(C)C)ccc2O)n[nH]1 |
| 4.6% | COc1ccc(OC)c2nc(-c3ccc4c(c3)OCO4)ccc12 |
| -0.6%[76.3 µM] | Cc1cccc(OCCOC(=O)C2CCN(S(=O)(=O)c3ccc(C)c(C)c3)CC2)c1 |
| -2.6% | CC(C)CC(c1nnnn1C1CCCCC1)N1CCN(C(=O)c2ccco2)CC1 (stereo not drawn) |
| -1.8%[76.3 µM] | COCCN1C(=O)/C(=C2/C(=O)N(CC(=O)Nc3ccccc3Cl)c3ccccc32)SC1=S |
| -15.0%[76.3 µM] | CC1=NN(c2ccccc2C(=O)O)C(=O)C1N=Nc1ccccc1 (stereo not drawn) |
| 0.5%[76.3 µM] | O=C1CCCN1CCC(=O)N1CCCC(Nc2ccc(F)cc2)C1 (stereo not drawn) |
| 1.8% | CCCn1c(N)c(N(CCOC)C(=O)c2cccc(C(F)(F)F)c2)c(=O)[nH]c1=O |
| -4.9% | N[C@H](CSCc1ccccc1)C(=O)Nc1ccc([N+](=O)[O-])cc1 |
| 2.1%[76.3 µM] | Cc1ccc(OCC(=O)NC2CCS(=O)(=O)C2)c(C)c1 (stereo not drawn) |
| 8.1% | N=c1c(C(=O)NCc2ccco2)cc2c(=O)n3ccccc3nc2n1C1CCCC1 |
| -0.3%[76.3 µM] | O=C(CCn1c(=O)sc2ccccc21)NC1CCCCC1 |
| 9.5%[76.3 µM] | OCCc1c[nH]c2ccccc12 |
| -0.4%[76.3 µM] | COc1cccc(CNCc2cc(OC)cc(OC)c2)c1 |
| -0.4% | CC(C)CNC(=O)[C@H](Cc1ccccc1)NC(=O)c1cccs1 |
| 0.1%[76.3 µM] | COc1ccc(NC(=O)Nc2cccc3ccccc23)cc1OC |
| 0.5%[76.3 µM] | CCN(CC)C(=O)c1cn(CCC#N)nc1-c1ccc2ccccc2c1 |
| 1.0% | O=C(Nc1ccccc1Cl)C1CCN(S(=O)(=O)c2cccc3nonc23)CC1 |
| -1.2%[76.3 µM] | O=C(CCN1C(=O)c2ccc(Br)cc2C1=O)NC1CCCCC1 |
| 1.9%[76.3 µM] | S=C(c1ccc(OCc2ccccc2)cc1)N1CCCC1 |
| -5.7%[76.3 µM] | COC(=O)c1ccc(C(c2c(C)n(C)n(-c3ccccc3)c2=O)c2c(C)n(C)n(-c3ccccc3)c2=O)cc1 |
| 19.6%[76.3 µM] | O=C1C=CC(=O)N1Cc1ccccc1 |
| 16.9%[76.3 µM] | COc1cc(OC)c(NC(=O)c2cc(S(=O)(=O)N3CCOCC3)cn2C)cc1Cl |
| 5.5% | CCOC(=O)C1CCCN(C2=NC(=O)/C(=C/c3ccc(OC)c(OC)c3)S2)C1 (stereo not drawn) |
| ? | COc1ccccc1Oc1cn[nH]c1-c1ccc(O)cc1O |
| 11.7%[76.3 µM] | COC(=O)CCC(=O)Nc1ccc2oc3c(c2c1)CCCC3 |
| -3.3%[76.3 µM] | O=C(N/N=C/c1cccc(OC(=O)c2cccc(Br)c2)c1)c1cccnc1 |
| 0.7%[76.3 µM] | CCCC(C(=O)Nc1ccncc1)c1ccccc1 (stereo not drawn) |
| 2.2%[76.3 µM] | COc1ccc(NC(=O)NNC(=O)c2ccc3ccccc3c2O)c(OC)c1 |
| 8.8%[76.3 µM] | COc1cccc(C(=O)NCC2CCCN(C(=O)c3ccc(C=O)cc3)C2)c1OC (stereo not drawn) |
| 3.9% | O=C(CN1CCOCC1)Nc1ccc(Br)cc1 |
| 1.1%[76.3 µM] | O=C(O)c1ccc(NS(=O)(=O)c2ccc(NC(=O)c3ccccc3Cl)cc2)cc1 |
| -0.9%[76.3 µM] | CCC(C)(C)n1nnnc1C(c1ccccc1F)N1CCN(C(=O)c2ccco2)CC1 (stereo not drawn) |
| -0.5% | O=C1CCCN2N=C(SCC(=O)Nc3cccc(Cl)c3)SC2=N1 |
| -7.2%[76.3 µM] | COc1ccc(NC2CCCN(C(=O)COc3ccc(C)cc3)C2)cc1 (stereo not drawn) |
| -10.2% | Cc1cc(C)c2cc(C(=O)Nc3ccc(C)c(F)c3)[nH]c2c1 |
| -4.0% | COc1ccc(C(C(=O)NC(C)(C)C)N(C(=O)CCC(=O)Nc2cc(C)on2)c2ccccc2F)cc1 (stereo not drawn) |
| -1.7% | Cc1cc2oc(=O)cc(CN3CCN(Cc4ccccc4)CC3)c2cc1O |
| 17.4%[76.3 µM] | COc1ccc(OCCCN(C)Cc2ccccc2)cc1 |
| -2.7%[76.3 µM] | COCCN(C(=O)C1=COCCO1)c1c(N)n(Cc2ccccc2)c(=O)[nH]c1=O |
| -16.1%[76.3 µM] | COc1ccc(-c2cc(C(=O)N3CCCCCC3)c3ccccc3n2)c(OC)c1 |
| -5.7%[76.3 µM] | CCOC(=O)C1CCCN(Cc2cccc(Oc3ccccc3)c2)C1 (stereo not drawn) |

More results
| GAA glycogen | SMILES |
| --- | --- |
| 11.8% | Cc1cc(NS(=O)(=O)c2ccc(NC(=O)CCCOc3ccccc3C)cc2)nc(C)n1 |
| -6.6% | Cc1ccc(/C=C/C(=O)Nc2ccc(S(=O)(=O)Nc3onc(C)c3C)cc2)cc1 |
| -10.3%[76.3 µM] | CCOc1ccc(N(C(C)C(=O)N2CCCCCC2)S(C)(=O)=O)cc1 (stereo not drawn) |
| -0.4% | Cc1cccc(-c2nnc(SCC(=O)N3CCCC3)o2)c1 |
| -6.6% | COc1ccc(Cl)cc1NC(=O)C/C(C)=N/NC(=O)COc1ccc(C)cc1 |
| -3.8%[76.3 µM] | CCCOc1ccc(C2=CSC3=NCCN23)cc1 |
| -3.3%[76.3 µM] | Cc1cccc(C(=O)NNC(=O)c2ccc(O)cc2)c1 |
| 6.7%[76.3 µM] | O=C(Nc1ccc(Cl)cc1)c1ccco1 |
| -0.9% | CC(Oc1ccccc1)C(=O)Nc1ccc(S(=O)(=O)N2CCCC2)cc1 (stereo not drawn) |
| 1.4% | Cc1c(CC(=O)NCC(=O)NCC(=O)O)c(=O)oc2c(C)c3oc4c(c3cc12)CCCC4 |
| -4.6% | O=S(=O)(c1ccc(Cl)c(C(F)(F)F)c1)N1CCN(CC(O)COc2ccccc2F)CC1 (stereo not drawn) |
| -3.8%[76.3 µM] | O=C(c1ccc(Cl)c(S(=O)(=O)N2CCCCCC2)c1)N1CCCCC1 |
| -3.0% | Cc1ccc(/C=N/N(C)S(=O)(=O)c2ccc(C)cc2)cc1 |
| -9.3%[76.3 µM] | COc1ccc(OC)c(C(=O)NC(CC(N)=O)c2ccc(N3CCN(c4ccccc4)CC3)c([N+](=O)[O-])c2)c1 (stereo not drawn) |
| 8.1%[76.3 µM] | CCOc1cc(C(=O)NCc2ccc3c(c2)OCO3)cc(OCC)c1OCC |
| -12.4%[76.3 µM] | COc1ccc(CNC(=O)[C@H](C)NC(=O)C2CCN(C(=O)[C@@H](N)Cc3ccccc3)CC2)cc1 |
| -4.3%[76.3 µM] | Cc1c(C(=O)NCC(c2ccco2)N2CCCC2)oc2ccc(Cl)cc12 (stereo not drawn) |
| -8.4%[76.3 µM] | Cc1ccc(C(=O)NCCCN2CCOCC2)cc1Cl |
| -3.5%[76.3 µM] | Cc1cc(C(=O)NNC(=O)/C=C/c2ccc(F)cc2)c(C)o1 |
| 5.3% | CC(C)Cn1nc(-c2ccccc2)c2ccccc2c1=O |
| -7.6%[76.3 µM] | COc1ccccc1C(=O)Nc1nnc(-c2ccccc2)s1 |
| -13.3%[76.3 µM] | COc1cc(C(=O)Nc2nnc(S(=O)(=O)N3CCCCCC3)s2)cc(OC)c1OC |
| 6.4%[76.3 µM] | O=S1(=O)CCOCCN1Cc1ccccc1 |
| 4.6% | COn1c(-c2ccccc2)nc2ncccc21 |
| -1.6%[76.3 µM] | Cc1ccc(C(C)C)c(OCC#CCN2CCOCC2)c1 |
| -7.3%[76.3 µM] | COc1ccc(Nc2nc(-c3sc(C)nc3C)cs2)c(OC)c1 |
| 7.2%[76.3 µM] | CSCCNC(=O)c1ccc2nc(C3CCCCC3)oc2c1 |
| 11.1% | Cc1cc(NC(=O)C2CC(=O)N(c3ccc(Cl)cc3)C2)no1 (stereo not drawn) |
| 3.2% | CC(=O)c1ccc(-n2cc(C#N)c(=O)[nH]c2=O)cc1 |

Compounds shown so far that have a Cl atom:
| GAA glycogen | SMILES |
| --- | --- |
| 1.1%[76.3 µM] | COc1ccc(C(=O)Nc2ccc(Cl)cc2C(=O)N2CCOCC2)cc1 |
| -1.1%[76.3 µM] | O=C1CN(C(=O)c2ccc3nc(Cc4cccc(Cl)c4)oc3c2)CCN1 |
| -1.8%[76.3 µM] | COCCN1C(=O)/C(=C2/C(=O)N(CC(=O)Nc3ccccc3Cl)c3ccccc32)SC1=S |
| 1.0% | O=C(Nc1ccccc1Cl)C1CCN(S(=O)(=O)c2cccc3nonc23)CC1 |
| 16.9%[76.3 µM] | COc1cc(OC)c(NC(=O)c2cc(S(=O)(=O)N3CCOCC3)cn2C)cc1Cl |
| 1.1%[76.3 µM] | O=C(O)c1ccc(NS(=O)(=O)c2ccc(NC(=O)c3ccccc3Cl)cc2)cc1 |
| -0.5% | O=C1CCCN2N=C(SCC(=O)Nc3cccc(Cl)c3)SC2=N1 |
| -6.6% | COc1ccc(Cl)cc1NC(=O)C/C(C)=N/NC(=O)COc1ccc(C)cc1 |
| 6.7%[76.3 µM] | O=C(Nc1ccc(Cl)cc1)c1ccco1 |
| -4.6% | O=S(=O)(c1ccc(Cl)c(C(F)(F)F)c1)N1CCN(CC(O)COc2ccccc2F)CC1 (stereo not drawn) |
| -3.8%[76.3 µM] | O=C(c1ccc(Cl)c(S(=O)(=O)N2CCCCCC2)c1)N1CCCCC1 |
| -4.3%[76.3 µM] | Cc1c(C(=O)NCC(c2ccco2)N2CCCC2)oc2ccc(Cl)cc12 (stereo not drawn) |
| -8.4%[76.3 µM] | Cc1ccc(C(=O)NCCCN2CCOCC2)cc1Cl |
| 11.1% | Cc1cc(NC(=O)C2CC(=O)N(c3ccc(Cl)cc3)C2)no1 (stereo not drawn) |
